Bioassay records as filed in PubChem BioAssay.
PERK inh – block of dimerizer-induced PERK translation repression, primary screen, PERK inhibitor project, CHO PERK-DD cells, SEAP luminescence, HTS | Eukaryotic translation initiation factor 2-alpha kinase 3 (Homo sapiens), Q9NZJ5 | CHO PERK-DD fusion, SEAP luminescence translation reporter | inhibition, % at 5.6 µM | 0.17% of 220,000 active | AID 1416, 2008;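 active = inhibition above the mean inhibition of all tested compounds plus 3 SD, set separately per screening campaign, cut at about 2.9% in these data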;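 note: PERK kinase domain activated by AP20187 dimerizer at 100 nM; 0% = DMSO with dimerizer and 100% = rapamycin at 8.4 µM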
EP2 mod – EP2 receptor modulators, cAMP readout, primary screen, cell-based, HTRF cAMP, PGE2 stimulation; Prostaglandin E2 receptor EP2 subtype (Homo sapiens), P43116; EP2-expressing cells, cAMP HTRF FRET, PGE2 co-stimulation; induction, % at 25 µM; 0.83% of 260,000 active; AID 940, 2007;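 active = compounds whose cAMP rise, as percent of the full-agonist control response, exceeds 60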;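 note: rat C6 glioma line stably carrying human EP2 under a CMV promoter; the protocol text gives 20 µM as final concentration; 100% = response of wells given 1 µM PGE2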
Target sequence (P43116 whole entry, looked up): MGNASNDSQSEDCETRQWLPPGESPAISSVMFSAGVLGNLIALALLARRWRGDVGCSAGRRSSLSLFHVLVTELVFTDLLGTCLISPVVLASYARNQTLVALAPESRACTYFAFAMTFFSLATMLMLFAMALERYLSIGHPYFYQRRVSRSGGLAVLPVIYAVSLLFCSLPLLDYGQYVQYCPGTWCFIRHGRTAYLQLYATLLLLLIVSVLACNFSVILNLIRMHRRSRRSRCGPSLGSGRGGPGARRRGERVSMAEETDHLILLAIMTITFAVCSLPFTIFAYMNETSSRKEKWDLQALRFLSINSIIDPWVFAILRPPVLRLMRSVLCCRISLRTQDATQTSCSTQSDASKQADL
S1P4 ag – S1P4 receptor agonists, primary screen, cell-based; S1P4-expressing cell line, agonist reporter assay; activation, % at 4.98 µM; 0.35% of 220,000 active; in the data active = activation above about 11%;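 note: 0% = DMSO vehicle and 100% = reference agonist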
S1P4 antagonist – S1P4 receptor antagonists, primary screen, cell-based; Sphingosine 1-phosphate receptor 4 (Homo sapiens), O95977; S1P4-expressing cells, antagonist mode, reporter read-out; inhibition, % at 4.98 µM; 0.26% of 220,000 active; in the data active = inhibition above about 29%;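 note: 0% = wells stimulated with agonist and 100% = vehicle wells without agonist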
BaF3 parental – parental Ba/F3 cell viability inhibition, counter-screen for JAK2V617F inhibitor project, murine pro-B, CellTiter-Glo luminescence | 1.1% of 220,000 active | CellTiter-Glo ATP luminescence | inhibition, % at 5.6 µM;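 active = inhibition above a per-campaign cutoff, the mean inhibition of all tested compounds plus 3 SD, cut at about 27% in these data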;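 note: 0% = DMSO wells and 100% = JAK Inhibitor I control wells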
TRPML3 ag – human TRPML3 channel agonists, primary screen, cell-based, HEK293 TRPML3-YFP, Fluo-8 calcium fluorescence, 3 µM; 100% = the carbachol control signal; activation, % at 3 µM; 0.29% of 220,000 active;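 active = activation above its plate's cutoff, the mean activation of the plate's test wells plus 3 SD, cut at about 12% in these data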;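 note: 0% = DMSO only wells and 100% = carbachol wells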
Target sequence (Q8TDD5 whole entry, looked up): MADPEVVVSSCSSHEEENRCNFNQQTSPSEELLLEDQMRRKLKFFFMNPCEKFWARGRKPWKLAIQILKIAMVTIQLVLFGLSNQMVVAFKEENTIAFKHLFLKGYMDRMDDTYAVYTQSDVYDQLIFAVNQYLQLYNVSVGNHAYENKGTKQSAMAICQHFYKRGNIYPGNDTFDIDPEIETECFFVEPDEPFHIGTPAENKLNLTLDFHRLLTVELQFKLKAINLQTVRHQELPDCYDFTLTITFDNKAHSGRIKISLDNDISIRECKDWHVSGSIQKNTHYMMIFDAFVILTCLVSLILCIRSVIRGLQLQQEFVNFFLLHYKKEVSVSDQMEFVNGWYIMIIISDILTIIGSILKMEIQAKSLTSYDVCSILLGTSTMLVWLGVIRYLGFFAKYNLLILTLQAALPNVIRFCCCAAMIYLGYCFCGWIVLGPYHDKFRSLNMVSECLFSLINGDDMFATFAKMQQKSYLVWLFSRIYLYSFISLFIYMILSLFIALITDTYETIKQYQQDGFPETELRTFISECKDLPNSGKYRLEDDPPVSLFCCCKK
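Material: HEK293 cells stably carrying human TRPML3-YFP; compound dosing: single dose, 3 µM final nominal compound, 0.3% DMSO final; incubation: 1-h 37 °C dye load, 5-s basal, 120-s post-compound reads; technique: Fluo-8 intracellular calcium fluorescence, excitation 470-495 nm, emission 515-575 nm; read-out basis: percent activation from peak-to-basal fluorescence ratio, scaled between DMSO and carbachol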
Calpain2 inh – inhibitors of pig calpain II, primary screen, biochemical, fluorogenic peptide substrate, 1536-well | inhibition, % at 16 µM | purified calpain II, 30 min | 0.37% of 220,000 active | AID 1236, 2008;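 active = inhibition above about 50%, limit read from the data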
Ba/F3 V617F tox – reduced viability of JAK2V617F-dependent Ba/F3 cells, primary screen, JAK2V617F inhibitor project, cell-based, Ba/F3 EpoR-JAK2V617F, luminescence. 1.1% of 220,000 active. inhibition, % at 5.6 µM. ATP luminescence. AID 1446, 2008;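 active = inhibition above the campaign mean plus 3 SD over all tested compounds, cut at about 24% in these data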;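 note: cytokine-independent growth of Ba/F3 cells driven by EpoR plus mutant JAK2; 0% = DMSO-treated cells and 100% = JAK inhibitor I control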
TRPN1 ag – zebrafish TRPN1 channel agonists, primary screen, cell-based, HEK293, calcium fluorescence; transient receptor potential cation channel N1 (TRPN1/NompC), Danio rerio; HEK293 zebrafish TRPN1-YFP, Fluo-8 calcium fluorescence; 100% = response to 87 µM carbachol; activation, % at 3 µM; 0.18% of 220,000 active; AID 1424, 2008;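 active = activation above its plate's cutoff, the mean activation of test wells on that plate plus 3 SD, cut at about 19% in these data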;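 note: 0% = DMSO alone and 100% = 87 µM carbachol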
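Material: zebrafish TRPN1-YFP in HEK293 cells. Doses: one dose of 3 µM, 0.3% DMSO. Incubation: dye 1 h 37 °C plus 30 min RT. Measured by: intracellular calcium fluorescence with Fluo-8.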
* = called active by the depositor; . = no result given; & = joins results of further samples. The order is random; overall some 3.6% were active at least once.

item	Compound	PERK inh	EP2 mod	S1P4 ag	S1P4 antagonist	BaF3 parental
1	Cc1nonc1OCCNCCNc1ccccc1[N+](=O)[O-]	0.1	-5	-1.7	-5	7
2	CSc1ncccc1C(=O)N1CCCC(CCC(=O)NCc2ccc(F)c(F)c2)C1 (centres undefined)	1.5	6	0.6	-16	2
3	Cc1ccccc1N(C(=O)Cn1nnc2ccccc21)C(C(=O)NCc1ccco1)c1ccncc1 (centres undefined)	-0.6	16	0.9	-16	0
4	Cn1c(C(N)=O)cnc1Sc1ncc(C(F)(F)F)cc1Cl	0.4	9	0.7	-13	2
5	Cc1ccc(S(=O)(=O)N2CCC(=O)N(CCOCc3cccc(C)c3)CC2)cc1	-1.0	2	1.2	-20	4
6	CC(=O)c1cc(F)c(N2CCN(C(=O)COc3ccccc3F)CC2)cc1C	-0.2	-52	0.7	-9	3
7	O=C(O)CC(CC(=O)O)(C(=O)O)c1ccccc1	1.6	15	1.2	-2	-2
8	O=S1CCCSC1c1cccnc1 (centres undefined)	1.4	30	0.7	-1	-1
9	Cc1ccc2c(c1C)NC(=O)C2(O)CC(=O)c1ccc2c(c1)OCO2 (centres undefined)	1.6	-15	-0.3	-13	3
10	Cc1ccc(C(C(=O)NCc2ccccc2)N(C(=O)c2csnn2)c2cccc3ccccc23)o1 (centres undefined)	-1.2	29	0.9	4	9
11	CC(NC(=S)N1CCN(c2ccccc2)CC1)c1ccccc1 (centres undefined)	0.0	-24	0.5	-1	-9
12	CC(C(=O)Nc1cccc(S(=O)(=O)N2CCOCC2)c1)N1CCN(C/C=C/c2ccccc2)CC1 (centres undefined)	-0.1	-33	1.5	-11	30*
13	CCn1c(=N)n(CC(=O)c2ccco2)c2ccccc21	0.2	13	-0.6	-10	7
14	COc1ccccc1NC(=O)C1=C(C)Nc2nc3ccccc3n2C1c1cccs1 (centres undefined)	-1.3	25	2.5	-26	6
15	CCOC(=O)N1CCC(n2c(SCC(=O)c3ccccc3)nc3ccsc3c2=O)CC1	0.4	25	-0.7	2	8

item	TRPML3 ag	Calpain2 inh	Ba/F3 V617F tox	TRPN1 ag
1	0.5	5	2	-0.1
2	0.6	-3	-1	1.1
3	0.8	3	1	-0.6
4	0.8	-8	-1	0.7
5	0.7	23	6	-0.2
6	0.7	-7	-2	1.3
7	0.2	-20	-3	1.0
8	-0.1	-10	0	0.0
9	0.2	10	-2	-0.3
10	2.2	-38	7	3.3
11	0.7	-4	0	1.2
12	1.7	-11	28*	0.0
13	1.3	-8	-2	-1.0
14	-0.7	-8	18	-0.4
15	0.5	7	0	1.0

(cont.)
item	Compound	PERK inh	EP2 mod	S1P4 ag	S1P4 antagonist	BaF3 parental
16	Cc1ccc(C(=O)CSc2nnc(-c3ccccc3N)n2C)cc1	-1.0	-8	-1.4	-19	-1
17	COc1ccccc1N1CCN(S(=O)(=O)c2cn(C)c(=O)n(C)c2=O)CC1	1.1	13	1.6	-23	6
18	O=C(N/N=C/C=C\c1ccco1)c1cccs1	2.0	-7	1.3	-17	5
19	COC(/C=C/Nc1ccc(C)cc1)=C(C#N)C#N	1.4	3	0.9	-9	1
20	CCCCNC(=O)CSc1nc(O)cc(=O)n1C1CCCC1	0.0	24	-0.1	-11	5
21	O=C(NC(=S)Nc1ccccc1)c1cncc(C#Cc2ccccc2)c1	-0.1	-7	-0.3	-2	2
22	Cc1ccccc1Cn1nnc(-c2ccc(C(=O)O)cc2)n1	0.6	21	1.9	-14	-1
23	Cc1ccccc1NC(=S)NC1CC2CCC(C1)N2Cc1ccco1 (centres undefined)	-0.9	-62&-23	1.6	7	-1
24	Cn1c(SCC(=O)NCCc2ccccc2)nnc1-c1ccncc1	0.2	8	0.3	-12	-1
25	CCC1C(=O)NCCN1C(=O)c1ccccc1OC1CCN(S(C)(=O)=O)CC1 (centres undefined)	0.5	10	-1.8	-14	8
26	O=[N+]([O-])c1cc(-c2ccc(/C=N/c3nc4ccccn4c3-c3ccco3)o2)ccc1Cl	1.2	0	-0.7	16	2
27	Cc1cccc(C)c1OCC(=O)N/N=C/c1ccc2c(c1)OCO2	-0.1	-27	0.0	-22	0
28	CCN(Cc1cc2ccc(C)cc2[nH]c1=O)C(=O)c1cccnc1	-0.3	-42	2.9	-11	2
29	Cc1nc2ccccc2c2oc(C(=O)NCCCN3CCC(C)CC3)cc12	-0.3	12	-2.6	-12	10
30	COc1cc(C(=O)Oc2ccccc2/C=N/NC(=O)c2ccc(Cl)cc2)cc(OC)c1OC	0.4	17	0.2	-22	9

item	TRPML3 ag	Calpain2 inh	Ba/F3 V617F tox	TRPN1 ag
16	1.1	18	-4	1.9
17	0.5	-7	-1	1.2
18	0.4	9	1	0.2
19	0.0	-12	-5	0.2
20	-0.2	-12	1	-0.8
21	0.6	24	7	1.0
22	-1.2	-24	-2	-0.2
23	-0.4	13	5	0.4
24	0.9	-11	-2	-0.4
25	0.0	-14	0	0.4
26	-0.9	-324	-3	-0.5
27	0.2	-3	0	0.3
28	0.8	-9	1	0.2
29	1.2	-9	3	2.6
30	0.4	15	-2	0.8

Additional compounds follow.
item	Compound	PERK inh	EP2 mod	S1P4 ag	S1P4 antagonist	BaF3 parental
31	COCCSc1ccccc1C(=O)Nc1ccccc1C(C)C	-0.1	10	-0.1	-6	10
32	CCOC(=O)N1CCC(c2cc(=O)n3[nH]c(-c4ccccc4)cc3n2)CC1	1.1	-20	0.7	1	7
33	CCC(=O)NC(Nc1cc(C)ccn1)(C(F)(F)F)C(F)(F)F	1.1	-6	2.1	-13	4
34	O=C(Nc1ccc2nn(-c3ccc(F)cc3)nc2c1)c1cccnc1	0.9	-30	0.0	-18	8
35	CC(C)/C=C/C(=O)N1CCC(N2CCC(C(=O)N3CCOCC3)CC2)CC1	0.5	-9	-0.9	-2	0
36	Cc1cccc(OCc2nnc(SCC(=O)Nc3ccc(C)c(C)c3)o2)c1	1.1	5	1.0	-16	6
37	Cn1c(CC2Sc3ccccc3NC2=O)nnc1SCC(=O)c1ccc(Cl)cc1 (centres undefined)	0.1	-38	1.0	6	0
38	O=C(CSc1ncnc2c1oc1ccccc12)OCc1ccccc1	-0.3	-12	-0.3	-6	-2
39	CCn1nnc(NC(=O)c2cccnc2)n1	0.1	8	-1.9	10	7
40	O=C(c1ccc([N+](=O)[O-])cc1)N1CCOC12CCN(c1ncc(C(F)(F)F)cc1Cl)CC2	-0.4	30	-2.5	13	2
41	CC1Nc2ccccc2C(=O)N1NC(=O)c1ccc(Br)cc1 (centres undefined)	1.4	-7	0.0	-7	3
42	COC(=O)Cn1c(=NC(=O)C2CC2)sc2c(C)cc(C)cc21	0.7	.	-4.5	2	7
43	O=S(=O)(NCc1cc(-c2ccccc2Cl)no1)c1ccccc1	0.8	15	-1.2	-11	3
44	CCNC(=S)Nc1ccc2ncoc2c1	1.1	23	-0.3	-12	3
45	COc1ccc(NC(=O)CN2CCN(c3ccc(Cl)cc3)CC2)c(OC)c1	-0.9	-24	-0.5	12	7

item	TRPML3 ag	Calpain2 inh	Ba/F3 V617F tox	TRPN1 ag
31	0.3	36	4	-0.5
32	-0.1	-31	2	0.3
33	0.0	4	-3	1.0
34	1.6	-75	0	1.6
35	1.3	-25	0	1.2
36	0.0	-10	0	-2.5
37	0.0	7	0	-2.5
38	0.4	12	-2	3.0
39	0.3	1	4	-0.3
40	1.2	7	0	-0.3
41	1.1	-39	0	-0.6
42	0.3	.	-1	-0.2
43	-0.9	-21	-6	-1.1
44	0.4	3	1	-1.1
45	0.1	9	5	-1.2

Compound profiles (already shown). Order of screens: PERK inh, EP2 mod, S1P4 ag, S1P4 antagonist, BaF3 parental, TRPML3 ag, Calpain2 inh, Ba/F3 V617F tox, TRPN1 ag
CCOC(=O)N1CCC(c2cc(=O)n3[nH]c(-c4ccccc4)cc3n2)CC1 in the list: 1.1, -20, 0.7, 1, 7, -0.1, -31, 2, 0.3
COCCSc1ccccc1C(=O)Nc1ccccc1C(C)C in the list: -0.1, 10, -0.1, -6, 10, 0.3, 36, 4, -0.5
O=S(=O)(NCc1cc(-c2ccccc2Cl)no1)c1ccccc1 in the list: 0.8, 15, -1.2, -11, 3, -0.9, -21, -6, -1.1
O=C(c1ccc([N+](=O)[O-])cc1)N1CCOC12CCN(c1ncc(C(F)(F)F)cc1Cl)CC2 in the list: -0.4, 30, -2.5, 13, 2, 1.2, 7, 0, -0.3
COC(=O)Cn1c(=NC(=O)C2CC2)sc2c(C)cc(C)cc21 in the list: 0.7, ., -4.5, 2, 7, 0.3, ., -1, -0.2

Next results follow.
item	Compound	PERK inh	EP2 mod	S1P4 ag	S1P4 antagonist	BaF3 parental
46	COc1cccc(-n2c(Cc3cc(=O)[nH]c(=O)[nH]3)nnc2SCC(=O)N2CCCCCC2)c1	0.0	20	-0.9	-12	4
47	Cc1oc2c(C)c3oc(=O)c4c(c3cc2c1C)CCCC4	0.5	15	3.0	4	4
48	COc1ccc(OC)c(C2=NOC(C(=O)Nc3cccnc3)C2)c1 (centres undefined)	0.8	15	0.8	-7	6
49	O=C(CNC(=O)c1ccc(Cl)cc1)Nc1ccc(S(=O)(=O)Nc2ncccn2)cc1	-0.9	-19	0.4	8	-1
50	Cc1ccc2[nH]c3c(N4CCCCCC4)ncnc3c2c1	-0.9	-70	-0.7	-10	48*
51	COc1cccc(OC)c1NC(=O)CN1CCC(NC(=O)c2cccc(F)c2)CC1	-0.9	4	-1.9	-19	4
52	O=C(COC(=O)C1CC(=O)N(Cc2ccccc2)C1)c1ccc(Br)cc1 (centres undefined)	1.2	-42	0.5	-11	3
53	COc1ccc(C(=O)NNC(=O)Nc2ccc(Cl)cc2)cc1	0.9	-42	-0.4	8	3
54	COc1ccc(S(=O)(=O)N2CCN(C3CCCCCCC3)CC2)cc1	0.9&-0.4	5&8	1.4&-2.2	-21&-10	4&1
55	Cc1ccc(NC(=O)Cn2c(=O)cnc3ccccc32)cc1S(=O)(=O)N(C)C	-0.3	-14	1.3	-28	4
56	CCOCCCNC1=C(Cl)C(=O)c2ccccc2C1=O	-0.3	-18	-2.2	14	3

item	TRPML3 ag	Calpain2 inh	Ba/F3 V617F tox	TRPN1 ag
46	0.3	-1	-4	1.8
47	0.8	14	4	0.7
48	0.4	-18	2	-1.1
49	0.3	5	4	1.6
50	5.8	3	46*	9.7
51	0.2	15	2	-0.3
52	-0.1	-2	-3	0.0
53	0.5	26	-5	0.4
54	-0.1&0.2	0&27	0&5	-0.5&0.6
55	1.1	-16	5	5.0
56	0.6	25	-3	-1.1
